From PubChem
HCV NS3 hel inh = blocks Hepatitis C virus NS3 helicase unwinding; actives 0.56% (n = 290,000); inhibition, % at 10.9 µM; NS3 helicase DNA unwinding, Cy5 molecular beacon fluorescence;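 active = inhibition above the mean of all tested compounds plus 3 SD, set per campaign, cut at about 35% in these data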;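 note: 0% = DMSO wells and 100% = thioflavine S control wells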
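Control set: DMSO versus 110 µM thioflavine S; Material: NS3 helicase fragment of HCV; Measured by: Cy5 fluorescence at 0 and 60 min, beacon hairpin quenching; Read-out basis: percent inhibition from t60/t0 fluorescence ratio; Times: reaction time 60 min, 25 °C; Repeats: single replicate; Compound dosing: single dose, 10.9 µM nominal final, DMSO 0.8% final.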
IMP-1 inh = blocks Pseudomonas aeruginosa IMP-1 metallo-beta-lactamase; actives 0.45% (n = 290,000); purified IMP-1, nitrocefin hydrolysis, epi-absorbance fluorescence; AID 1556; inhibition, % at 5.6 µM;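 active = inhibition above the mean plus 3 SD of all compounds in the same screening run, cut at about 4.5% in these data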;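 note: 0% = IMP-1 with DMSO and 100% = DMSO wells lacking enzyme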
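Assay system: purified recombinant IMP-1 beta-lactamase. Input: IMP-1 0.2 nM before substrate addition. Buffer or medium: Zinc- and detergent-supplemented HEPES buffer, pH 7.1. Schedule: 25 °C, 15 min preincubation, 25 min reaction. Signal: Epi-absorbance fluorescence, 480 nm excitation, 530 nm emission. Evaluation: percent inhibition from optical density relative to buffer-blank wells.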
p-CIP stab down = compounds decreasing mouse p/CIP protein stability. decrease of EGFP signal, % at 10 µM. actives 0.01% (n = 290,000). Q05BA5. F442A p/CIP-EGFP cells, EGFP fluorescence, 16 h. AID 1984;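 active = EGFP signal decrease of at least 30% at 10 µM or well 3 SD below plate mean, unless failing retest; inactive = the rest, including hits failing retest or dose response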; note: some compounds called inactive have numbers as strong as hits; many of its hits are not listed in these tables
UBC9 SUMO inh = blocks human SUMOylation mediated by UBC9 | P63279 | HTRF SUMOylation assay, SAE1/SAE2 + UBC9, in vitro | inhibition, % at 35 µM | actives 0.36% (n = 290,000) | AID 2006; in the data active = inhibition above about 50%, passing the limit was not always enough; note: strong numbers were not always called active
Target sequence (P63279 whole entry, looked up): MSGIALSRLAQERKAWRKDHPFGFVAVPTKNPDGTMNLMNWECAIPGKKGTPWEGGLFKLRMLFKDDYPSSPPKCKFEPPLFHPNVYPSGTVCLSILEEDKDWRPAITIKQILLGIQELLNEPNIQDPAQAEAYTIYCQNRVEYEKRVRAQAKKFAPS
IDE cell activ = boosts human insulin-degrading enzyme activity in HEK cells; P14735; FAbeta-B cleavage, fluorescence polarization; 0% vehicle, 100% cell-free pure enzyme wells; actives 0.073% (n = 340,000); activation, % at 5.96 µM;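 active = activation above the mean of all tested compounds plus 3 SD, set per screening campaign, cut at about 17% in these data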
IDE cell inh = inhibits human insulin-degrading enzyme in HEK cells; P14735; FAbetaB cleavage, fluorescence polarization; inhibition, % at 5.59 µM; actives 0.41% (n = 320,000); AID 434962;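 active = percent inhibition above the average of all tested compounds plus 3 SD, set per screening campaign, cut at about 16% in these data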;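 note: IDE supplied by intact live HEK cells; FP after avidin binding of uncleaved biotin substrate so inhibition keeps polarization high; 0% = DMSO wells and 100% = 60 µM reference IDE inhibitor Ii1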
GalR3 antagonist = blocks the human galanin receptor 3; O60755; HEK293 GalR3-CNG cAMP membrane potential fluorescence; galR3 body fused to GalR1 C-terminus; inhibition, % at 3 µM; actives 0.44% (n = 360,000);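 active = inhibition above the screen-wide average plus 3 SD, cut at about 13% in these data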;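 note: forskolin and galanin both at EC90 stimulate the cells; cAMP rise reported by CNG channel membrane potential dye signal; 0% = forskolin plus galanin with DMSO and 100% = forskolin alone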
Target sequence (O60755 1-299 limits assumed): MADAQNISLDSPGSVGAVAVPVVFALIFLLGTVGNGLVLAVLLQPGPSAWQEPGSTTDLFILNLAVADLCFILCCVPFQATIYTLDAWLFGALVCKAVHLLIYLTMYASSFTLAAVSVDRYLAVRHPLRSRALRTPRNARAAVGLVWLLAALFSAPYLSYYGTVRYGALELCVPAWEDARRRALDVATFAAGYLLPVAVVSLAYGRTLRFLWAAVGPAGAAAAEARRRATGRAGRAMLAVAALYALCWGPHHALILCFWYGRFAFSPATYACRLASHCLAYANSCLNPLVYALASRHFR
CRFR2-BP antag = blocks CRF-induced signaling of the CRF-BP/CRF-R2 complex. HEK293 CRF-R2/CRF-BP, CRF-induced calcium fluorescence. inhibition, % at 11.8 µM. actives 0.59% (n = 350,000). AID 588475;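 active = inhibition of the ligand-induced calcium signal above about 50% at the single tested concentration, limit read from the data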
VIM-2 inh = blocks Pseudomonas aeruginosa VIM-2 metallo-beta-lactamase | AID 1527 | actives 0.89% (n = 290,000) | inhibition, % at 5.6 µM | purified VIM-2, nitrocefin hydrolysis, epi-absorbance fluorescence;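 active = inhibition above the mean of all tested compounds plus 3 SD, cutoff set per screening run, cut at about 7.5% in these data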;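 note: red hydrolysis product quenches plate fluorescence so inhibitors raise well fluorescence; 0% = enzyme with DMSO and 100% = DMSO without enzyme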
Active calls of the source: *; nt = no result given.

SMILES | HCV NS3 hel inh | IMP-1 inh | p-CIP stab down | UBC9 SUMO inh | IDE cell activ | IDE cell inh | GalR3 antagonist | CRFR2-BP antag | VIM-2 inh
CCN(CC)S(=O)(=O)c1ccc(N=Nc2c(C)[nH]n(C(N)=S)c2=O)cc1 | 8 | -4.7 | 2 | 10 | 0 | 4 | 1 | -1 | -4.9
O=C(Cn1nnc(-c2ccc3c(c2)OCO3)n1)NCc1ccccc1 | 4 | -1.4 | 0 | -1 | 7 | 8 | 4 | -2 | -3.2
CS(=O)(=O)N(CC(=O)NCc1ccco1)c1ccc2c(c1)OCO2 | -3 | 0.0 | -2 | 6 | 4 | -5 | -4 | 32 | -2.7
CCCN1CCC(=O)N([C@H](CSc2ccc(Br)cc2)c2ccccc2)CC1 | nt | nt | -29 | 19 | 7 | 8 | -5 | 2 | nt
O=C(CSc1ccccc1)Nc1nnc(COc2ccc(Cl)cc2)s1 | -4 | -3.1 | -5 | 13 | 1 | 2 | -4 | -73 | -1.3
COC(=O)c1ccccc1CON1C(=O)C(C)(C)N(OCc2ccccc2C(=O)OC)C(=O)C1(C)C | -1 | -1.5 | -6 | -1 | 3 | 1 | -4 | 19 | -4.6
COc1ccc2[nH]c3c(c2c1)CCNC3=O | nt | nt | nt | nt | 1 | 7 | 1 | 1 | nt
CNC(=S)N1CCN(c2nc(-c3ccc(F)cc3)cs2)CC1 | 3 | -2.4 | 3 | -4 | -14 | 10 | -9 | -3 | -0.2
Cc1ccc(N=c2c([N+](=O)[O-])nn(-c3ccc4c(c3)OCCO4)n2O)cc1F | 1 | -4.7 | 5 | -14 | 2 | -4 | 1 | -7 | -1.2
O=C(c1cc2ncc(CCCl)cn2n1)N1CCCCCC1 | -16 | -0.4 | -3 | -9 | 2 | 1 | -1 | -30 | -4.2
O=C(Nc1cccc(NC(=O)c2ccco2)c1)c1ccc([N+](=O)[O-])cc1 | 13 | -1.7 | -4 | 26 | -1 | 2 | -3 | -9 | -2.1
CCOc1ccc(NC(=O)CN(C)C(=O)C2CC(=O)N(c3ccc4c(c3)OCCO4)C2)cc1OCC (stereo not given) | nt | nt | nt | nt | 2 | -7 | 0 | 5 | nt
O=S(=O)(c1ccc(SCCO)nc1)N1CCCC1 | 2 | -0.2 | -10 | 15 | 4 | 7 | 3 | -4 | -2.4
CCC(=O)OCCn1c(Br)nc2c1c(=O)[nH]c(=O)n2C | -1 | -1.0 | 4 | 33 | 6 | 7 | -3 | -1 | -0.5
O=C(COc1ccccc1[N+](=O)[O-])N(C1CCCCC1)C1CCS(=O)(=O)C1 (stereo not given) | nt | nt | nt | nt | 0 | -3 | 2 | 1 | nt
CC(=O)c1cc2c(cc1NC(=O)CCCC(=O)O)OCO2 | -3 | -4.0 | -2 | -1 | -1 | 1 | 2 | 14 | 0.2
C=CCNC(=O)CSc1nnc(-c2ccc(S(=O)(=O)N3CCCC3)cc2)n1C | 47* | 1.1 | 12 | -9 | -3 | -1 | -1 | -15 | 1.0
O=C(Nc1nccs1)c1ccc([N+](=O)[O-])cc1 | 16 | -0.1 | 11 | 22 | 8 | 4 | -7 | 5 | -0.7
Cc1cc(=O)[nH]c(N/N=C/c2cn(CCC#N)nc2-c2ccccc2)n1 | 3 | -3.9 | -5 | 2 | 3 | -2 | 0 | -8 | -2.1
CN1CCN(S(=O)(=O)c2ccc(Nc3cccc(Cl)c3)c([N+](=O)[O-])c2)CC1 | nt | nt | nt | nt | 4 | -5 | -5 | 1 | nt

Only GalR3 antagonist, for 2 of the compounds above:
SMILES	GalR3 antagonist
O=C(Cn1nnc(-c2ccc3c(c2)OCO3)n1)NCc1ccccc1	4
COc1ccc2[nH]c3c(c2c1)CCNC3=O	1

More compounds
SMILES | HCV NS3 hel inh | IMP-1 inh | p-CIP stab down | UBC9 SUMO inh | IDE cell activ | IDE cell inh | GalR3 antagonist | CRFR2-BP antag | VIM-2 inh
S=C1NC2(CCCCCC2)N=C1c1ccccc1 | 8 | -2.2 | -6 | 20 | 2 | 2 | 4 | 17 | -3.2
CCCCNC(=O)O[C@@H]1C[C@H]2CCCC(=O)N3CC[C@@H](C1)[C@@H]23 | -18 | -4.3 | 6 | -6 | 0 | 0 | 1 | 3 | -1.1
CCC(=O)N1CCN(c2nc(-c3ccccc3)c3c(c2C#N)CCCC3)CC1 | 4 | -4.4 | 0 | 30 | 0 | 4 | -2 | 9 | -2.0
CC(=O)CC1=NC(C)(C)Cc2ccccc21 | 1 | -2.0 | -9 | 3 | 3 | 3 | 0 | 17 | -1.4
Cn1c(N2CCN(C(c3ccccc3)c3ccccc3)CC2)nc2ccccc21 | -12 | -0.6 | -4 | -20 | 4 | 0 | -6 | -4 | 2.2
COc1ccc(N(C(=O)c2ccco2)S(=O)(=O)c2ccccc2)cc1 | 0 | -6.8 | -2 | 18 | -7 | 0 | -6 | 13 | -3.2
C[C@H](CO)N1C[C@H](C)[C@@H](CN(C)S(=O)(=O)c2cn(C)cn2)Oc2ccc(NC(=O)NC3CCCCC3)cc2C1=O | nt | nt | nt | nt | -5 | 2 | 7 | 5 | nt
CCOC(=O)c1c(C)[nH]c(C(=O)CC(=O)OC)c1C | 0 | -3.8 | -1 | 7 | 0 | 3 | -1 | -23 | -3.9
CCOC(=O)Cc1nnc(NC(=O)C23CC4CC(CC(C4)C2)C3)s1 | 27 | -0.1 | 7 | 5 | 3 | 7 | -6 | -17 | 1.6
O=C(COc1ccc(Cl)cc1)Nc1cccc(-c2ccc3nncn3n2)c1 | -5 | -0.9 | 10 | 14 | -2 | 4 | 0 | -8 | -2.3
CC(=O)Cc1nsc(NC(=O)c2ccc(-c3ccc(F)cc3)o2)n1 | -3 | -3.5 | 7 | 12 | -2 | -4 | 5 | -5 | -3.4
C/C(=N\Nc1nc(C(=O)O)cs1)c1ccccc1 | 4 | -2.4 | 8 | -14 | nt | -2 | 1 | 3 | 0.9
COc1ccc(N2CCN(c3nc(-c4cccs4)nc4ccccc34)CC2)cc1 | -2 | -1.9 | 10 | 24 | -4 | 3 | -2 | -5 | -2.0
CN(C)c1ccc(NC(=O)C2C3C=CC(C3)C2C(=O)O)cc1 (stereo not given) | 56* | -10 | -15 | -244 | -1 | nt | -7 | 17 | 1.0
Cc1oc(-c2ccc(Cl)cc2)nc1CS(=O)CC(=O)NC(C)c1ccccc1 (stereo not given) | 13 | -1.1 | 8 | -2 | -3 | -5 | -4 | -1 | -1.7
CC(CCc1ccccc1)NC(=O)COC(=O)c1cccc(N(C)C)c1 (stereo not given) | -6 | -0.9 | -6 | -2 | 2 | 1 | -8 | 14 | -0.1
CCNC(=O)/C(=C\c1ccc2c(c1)OCO2)NC(=O)c1ccc(Br)cc1 | -1 | -2.8 | -1 | 10 | 3 | -2 | -5 | 11 | -3.6
Cn1c(NCc2c(O)ccc3ccccc23)nc2ccccc21 | -12 | -0.3 | -5 | -13 | 2 | -1 | -2 | -10 | -3.4
COC(=O)C1=C(C)N(c2ccc(OC)cc2)C(C)=C(C(=O)OC)C1c1ccccc1 | -9 | -1.5 | -5 | 7 | 8 | -1 | -3 | 52* | -3.6
COc1ccc(/C=N/N=C2\CC3CCC2(C)C3(C)C)cc1O (stereo not given) | 3 | -3.6 | 1 | 1 | -1 | -6 | -4 | 3 | -1.9
Cc1ccc(C(=O)CSc2nnc(-c3ccccc3N)n2C)cc1 | -1 | -1.3 | -43 | 19 | 1 | -1 | -2 | 14 | -1.1
Oc1c(Br)cc(Br)cc1CNc1ccccn1 | -20 | -1.8 | -2 | 2 | 6 | 3 | -4 | 14 | -1.2
N/C(=N\OC(=O)c1cccs1)C1(c2ccc(Cl)cc2Cl)CC1 | 7 | -1.7 | -12 | -12 | 1 | 2 | -6 | 11 | -2.5
Cc1cccc(-c2nnc(SCC(=O)Nc3nc4c(s3)CCCC4)n2C)c1 | 0 | -5.9 | 0 | -3 | 0 | 11 | 0 | -3 | -3.5
OCCC1CN(Cc2cccn2-c2nccs2)CCN1CCc1ccccc1 (stereo not given) | 4 | -3.2 | 1 | -8 | 0 | 0 | 4 | -7 | -3.7
COc1ccc(CNC(=O)c2cc(C)nc3ccccc23)cc1OC | 11 | 1.3 | -5 | 22 | 6 | 0 | -6 | 4 | 0.1
COc1ccc(-c2nc(CS(=O)(=O)CC(=O)NCCCc3ccccc3)c(C)o2)cc1 | 1 | -2.4 | 1 | 19 | 3 | -10 | 2 | 5 | -0.9
O=C(O)c1cccnc1SC1CC(=O)N(Cc2ccccc2)C1=O (stereo not given) | 6 | -2.3 | -2 | 6 | 0 | 4 | -3 | 3 | 0.2
O=C1CC(c2ccccc2)c2cccc(F)c21 (stereo not given) | 0 | -2.1 | -5 | 2 | 4 | 4 | -3 | 16 | 0.2
Cn1c(=O)n(C)c2cc(NS(=O)(=O)c3ccccc3[N+](=O)[O-])ccc21 | 4 | -2.2 | 3 | -8 | 7 | 1 | -3 | 2 | -1.5
CC(=O)c1ccc(NC(=O)CN2CCN(c3ccccc3)CC2)cc1 | 2 | -0.9 | 8 | 16 | 5 | -6 | -6 | 46 | -2.4
CCSC1=NCCN1C(=O)c1ccc(S(=O)(=O)N(C)C)cc1 | 9 | -3.6 | -4 | 8 | 0 | -1 | -6 | 20 | -2.8
Cc1ccc(NC(=O)NNS(=O)(=O)c2ccc(Br)cc2)cc1 | 3 | -0.3 | 14 | -2 | 4 | 3 | -5 | -1 | -3.3
COCCCN=C1NN=C(c2cc(C)n(Cc3ccco3)c2C)CS1 | -23 | -0.5 | -7 | 18 | 1 | 1 | 1 | 7 | -2.3
COc1ccc(Br)cc1CN(C)CC(=O)Nc1cccc(S(=O)(=O)N2CCCC2)c1 | nt | nt | nt | nt | 0 | 9 | -3 | 1 | nt
COC(=O)[C@@H](NC(=O)c1ccccc1)[C@@H](C)O | 0 | -1.8 | -6 | 5 | 3 | 4 | -2 | 8 | -0.1
O=C(CSc1nccc(=O)[nH]1)NC1CCCc2ccccc21 (stereo not given) | -5 | -1.8 | -8 | 14 | 7 | -4 | 3 | 2 | -0.2
CN(Cc1ccc(F)cc1)C(=O)c1cc(COc2ccc(F)cc2F)on1 | 2 | -3.2 | 8 | 0 | 1 | 0 | -1 | -7 | -2.1
O=C(CN(C(=O)CCC(=O)Nc1nccs1)c1cccc(F)c1)NCc1ccc2c(c1)OCO2 | -6 | -4.4 | 3 | -5 | 5 | -3 | -8 | -2 | -0.7
COc1cnn(-c2cc(Oc3ccc(C)cc3)ncn2)c(=O)c1Cl | 2 | -4.4 | -10 | -6 | 0 | 3 | 2 | 17 | 2.6
